Screening results deposited in PubChem BioAssay by several laboratories.
PKA-R2B activ: activators of PKA-R2B holoenzyme, primary screen, biochemical, fluorescence polarization, Cy5-IP20, human; cAMP-dependent protein kinase catalytic subunit beta (Homo sapiens) + cAMP-dependent …; PKA-R2B holoenzyme dissociation; R2B truncated from residue 108, S112A mutant; 0% DMSO only, 100% 113 µM cGMP; activation, % at 11.4 µM; actives 0.079% (n = 340,000);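 active means activation above a cutoff set at the mean over all compounds plus 3 SD, cut at about 18% in these data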;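 further: higher means more holoenzyme dissociation and a rise in polarization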
DAGLB inhibitor: DAGLB lipase inhibitors, primary screen, biochemical, fluorescence, HTS | Diacylglycerol lipase-beta (Homo sapiens), Q8NCG7 | HEK293T DAGLB membrane lysate, EnzChek fluorogenic substrate | inhibition, % at 5.17 µM | actives 0.059% (n = 340,000) | AID 504411, 2011; in the data active means inhibition above about 34%;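 further: 0% = enzyme with vehicle and 100% = wells lacking enzyme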
Target sequence (Q8NCG7 whole entry, looked up): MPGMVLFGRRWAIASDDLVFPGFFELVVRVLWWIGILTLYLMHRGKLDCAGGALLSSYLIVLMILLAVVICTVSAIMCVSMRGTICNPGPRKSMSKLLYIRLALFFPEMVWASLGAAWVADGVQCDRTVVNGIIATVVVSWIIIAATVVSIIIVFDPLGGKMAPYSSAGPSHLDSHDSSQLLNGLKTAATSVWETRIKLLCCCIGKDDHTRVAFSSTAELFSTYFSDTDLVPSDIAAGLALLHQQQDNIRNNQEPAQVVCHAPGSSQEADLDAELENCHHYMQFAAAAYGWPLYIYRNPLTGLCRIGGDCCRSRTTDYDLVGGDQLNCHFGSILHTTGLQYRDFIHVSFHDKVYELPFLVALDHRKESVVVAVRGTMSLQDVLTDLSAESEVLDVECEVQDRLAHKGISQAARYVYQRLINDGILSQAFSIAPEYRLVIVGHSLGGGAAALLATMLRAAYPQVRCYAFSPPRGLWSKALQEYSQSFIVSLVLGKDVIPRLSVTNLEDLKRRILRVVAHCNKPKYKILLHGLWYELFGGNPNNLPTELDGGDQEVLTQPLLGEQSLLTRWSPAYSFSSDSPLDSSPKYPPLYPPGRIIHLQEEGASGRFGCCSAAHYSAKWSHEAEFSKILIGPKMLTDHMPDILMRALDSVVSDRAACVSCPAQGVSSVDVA
LANA DNA inh: inhibitors of KSHV C-LANA binding to DNA, primary screen, biochemical, fluorescence polarization, FAM-LBS DNA, MBP-C-LANA, single point | Kaposi's sarcoma herpesvirus LANA C-terminal domain (residues 932-1162) DNA binding | inhibition, % at 9 µM | actives 0.078% (n = 340,000);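 active means highest replicate inhibition at or above 60% at 9 µM, even if other replicates fall short; inactive means all replicates below 60% inhibition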;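 further: 0% = neutral control wells and 100% = 4 µM acridine orange control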
SR-BI DiI-HDL act: activators of SR-BI mediated DiI-HDL uptake, primary screen, ldlA[mSR-BI] CHO cells, DiI fluorescence; 3 h; 100 = double the neutral-control signal; activation, % at 12.5 µM; actives 0.096% (n = 320,000);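 active means mean replicate activation of at least 60% and every replicate at or above 60%; inconclusive means mean or all-replicate condition met, but not both; inactive means mean below 60% and not all replicates reaching 60%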;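 further: 0% = median plate neutral-control signal and 100% = twice that signal; values of inactives mirror those of a sister screen read the other way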
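System: LDL receptor-deficient CHO ldlA cells overexpressing murine SR-BI | Timing: 3 h uptake period with compound, 37 °C | Medium: HEPES-buffered (25 mM, pH 7.4) F12 plus 0.5% BSA | Dosing: Single-point compound dose | Signal: Bottom-read fluorescence, 550/595 nm | Read-out: Retained DiI signal reflecting DiI-HDL uptake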
CAL PDZ FP-1: CAL PDZ peptide-binding inhibitors, primary screen, biochemical, fluorescence polarization, Cer-tagged CAL PDZ, HTS; Golgi-associated PDZ and coiled-coil motif-containing protein (Homo sapiens), Q9HD26; purified CAL PDZ, TMR-peptide fluorescence polarization, 1 h; inhibition, % at 20 µM; actives 0.02% (n = 330,000); AID 504414, 2011;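 active means highest replicate inhibition of at least 40%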;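 further: plate controls were DMSO neutral control wells for no effect and unlabeled competitor peptide control wells for full effect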
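Test system: purified CerCALP PDZ construct; Compound dosing: one concentration, 20 µM compound; Also added: TMR-labelled reporter peptide T*-PRC34 bound in PDZ groove; Read-out: inhibition from polarization loss; Controls: unlabelled peptide and DMSO controls; Signal: FP readout, S and P plane fluorescence; Incubation: 1 h at RT.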
cardiac RTF act: cardiac RTF calcium sensitivity activators, primary screen, biochemical, IANBD-TnC fluorescence, EC20 calcium | IANBD-labeled TnC RTF fluorescence at EC20 calcium; 0% EC20 calcium, 100% full calcium | activation, % at 7.2 µM | actives 0.24% (n = 340,000) | AID 493008, 2010;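 active means activation above the mean over all tested compounds plus 3 SD, cut at about 30% in these data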;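 further: rise in fluorescence read as greater calcium sensitivity of cardiac thin filaments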
CAL PDZ FP-2: untagged CAL PDZ binding inhibitors, primary screen, biochemical, fluorescence polarization, HTS; Golgi-associated PDZ and coiled-coil motif-containing protein (Homo sapiens), Q9HD26; purified CAL PDZ, TMR-peptide fluorescence polarization, 1 h; inhibition, % at 24.9 µM; actives 0.92% (n = 300,000); AID 602252, 2012;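 active means mean inhibition of at least 30% with at least half of replicates also reaching 30%; inconclusive means no clear call, values can overlap the other calls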;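 further: 0% = DMSO neutral control and 100% = excess unlabeled competitor peptide PRC23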
Rtt109 HAT inh: inhibitors of C. albicans Rtt109/Vps75 HAT, primary screen, biochemical, ThioGlo CoA-SH fluorescence, plate reader. Histone acetyltransferase RTT109 (Candida albicans (strain SC5314 / ATCC MYA-2876)), …. purified Rtt109/Vps75, 4 h. inhibition, % at 34.9 µM. actives 0.16% (n = 330,000). AID 540336, 2011;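 active means inhibition of at least 50% in every replicate; inconclusive means best replicate reaches 50% inhibition but some replicates fall short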
Target sequence (Q5AAJ8 whole entry, looked up): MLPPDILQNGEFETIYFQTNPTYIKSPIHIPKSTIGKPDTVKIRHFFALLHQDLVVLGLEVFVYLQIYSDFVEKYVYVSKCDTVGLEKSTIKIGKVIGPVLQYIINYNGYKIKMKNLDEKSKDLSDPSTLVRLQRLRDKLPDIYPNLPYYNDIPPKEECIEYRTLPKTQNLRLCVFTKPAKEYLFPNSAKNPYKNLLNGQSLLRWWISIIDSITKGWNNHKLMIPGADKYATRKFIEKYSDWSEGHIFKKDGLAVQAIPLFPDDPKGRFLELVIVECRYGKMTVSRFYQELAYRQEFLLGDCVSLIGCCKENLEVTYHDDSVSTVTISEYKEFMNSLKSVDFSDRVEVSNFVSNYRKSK
RTF Ca sens inh: cardiac RTF calcium sensitivity inhibitors, primary screen, biochemical, IANBD-TnC fluorescence, EC70 calcium | AID 493244, 2011 | actives 0.12% (n = 340,000) | inhibition, % at 7.15 µM | Troponin I, cardiac muscle (Homo sapiens) + Troponin T, cardiac muscle (Homo sapiens) + … | IANBD-labeled cardiac RTF, Ca2+ fluorescence;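 active means inhibition above the mean inhibition of all tested compounds plus 3 SD, cut at about 17% in these data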;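 further: assay run at fixed EC70 calcium of 1.6 mM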
Keap1 Nrf2 FP: Keap1-Nrf2 protein-protein interaction inhibitors, primary screen, biochemical, fluorescence polarization, single point | Keap1 Kelch-Nrf2 peptide fluorescence polarization, 1536-well | actives 0.15% (n = 340,000) | inhibition, % at 9.4 µM; in the data active means inhibition above about 12%; inconclusive means no clear call, values can overlap the other calls; inactive means below about 7.3%;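 further: human Keap1 Kelch domain with fluorescein labeled Nrf2 9mer peptide probe; 0% = neutral control wells and 100% = peptide positive control; higher means more block of Keap1 binding to Nrf2 peptide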
An asterisk follows results filed as active; ? = inconclusive; . = not tested or not shown. The order is random; about 1.6% have a hit in one of these screens.

SMILES	PKA-R2B activ	DAGLB inhibitor	LANA DNA inh	SR-BI DiI-HDL act	CAL PDZ FP-1	cardiac RTF act	CAL PDZ FP-2	Rtt109 HAT inh	RTF Ca sens inh	Keap1 Nrf2 FP
COc1cccc(OCCSc2nc3ccccc3c(=O)[nH]2)c1	1	-1	1.7	26	0.9	-1	-4	0	-2	0
CCN(CC)CCCN(C(=O)c1ccccc1C)c1nc(-c2ccc(OC)cc2)cs1	-3	0	-1.8	?	-1.9	1	-5	-3	1	-3
COc1ccc(S(=O)(=O)N[C@@H](CSCc2ccccc2)C(=O)O)cc1	-2	2	1.0	8	-2.3	0	3	8	-5	-2
CC(=O)SCC[N+](C)(C)C	7	0	-1.6	8	0.2	-2	-1	-136	8	-7
Cc1cn(CC(=O)N(C)Cc2ccco2)c(=O)[nH]c1=O	1	-3	-1.5	27	-1.8	-4	-1	6	-6	-6
O=C(C[n+]1ccccc1)Nc1ccc(Oc2ccccc2)cc1	-10	3	0.1	-1	0.2	6	-3	2	-10	-5
COc1cc(C(=O)Nc2cccc(S(=O)(=O)N3CCCC3)c2)cc(OC)c1C	-3	-3	-0.5	-58	-3.8	-1	-1	2	1	5
COc1cc2c(cc1OC)C(C)N(C(=O)/C=C/c1cc(OC)c(OC)c(OC)c1)CC2 (stereo unspecified)	-12	0	0.5	-40	-1.5	-5	-4	-5	-2	-5
Cn1nc(-c2ccccc2)c2ncc(C(F)(F)F)cc21	-9	-6	-0.3	-4	-1.0	1	-5	9	9	-2
CC(C)(C)[C@@H]1C=C(C(N)=O)O[C@H](OCc2ccc(CO)cc2)C1	7	-1	0.8	-8	-0.1	10	-2	-2	3	-1
COc1cc(C2C(=O)c3ccccc3C2=O)ccc1O	5	-4	-5.3	-13	0.6	-1	-2	1	1	1
O=C(C1COc2ccccc2O1)N1CCN(c2ccccc2F)CC1 (stereo unspecified)	-6	-7	-1.2	-8	-2.3	-6	-1	1	-5	-2
Cc1ccc(S(=O)(=O)CC(=O)N2CCN(c3ccccc3F)CC2)cc1	-1	1	1.4	9	-0.8	4	-2	-3	0	-3
COc1cccc(CC2(CO)CCN(S(=O)(=O)N(C)C)CC2)c1	-1	3	-0.8	0	-0.2	9	-4	-1	10	-2
Cc1c(C(=O)N2CCN(Cc3ccc4c(c3)OCO4)CC2)sc2ncnc(N3CCN(c4ccccc4)CC3)c12	-9	-1	0.5	-23	-1.6	-9	-4	-3	-10	-7
COc1ccc(C2=NN(C(=O)CCC(=O)O)C(c3ccccc3)C2)cc1 (stereo unspecified)	7	0	0.5	9	.	-2	-2	-4	-3	0
COc1cc(C(=O)Nc2cccc3cccnc23)cc(OC)c1OC	8	-5	3.0	-44	-0.7	-2	-3	-4	5	3
CSc1nnc(C)c(=O)n1COC(=O)COc1ccc(F)cc1	4	0	-2.2	.	-5.7	3	-2	2	-17	-2
O=[N+]([O-])C(/C=C(/Cl)[N+](=O)[O-])=C(N1CCCCC1)N1CCCCC1	-2	4	-0.1	3	1.0	-6	-1	0	4	-14
Cc1ccc(OCCn2c(C3CC(=O)N(Cc4ccccc4)C3)nc3ccccc32)cc1 (stereo unspecified)	-8	-1	-1.0	-40	-1.3	5	.	11	-10	0

As a short view, some entries already given:
SMILES	PKA-R2B activ	DAGLB inhibitor	LANA DNA inh	SR-BI DiI-HDL act	CAL PDZ FP-1	cardiac RTF act	CAL PDZ FP-2	Rtt109 HAT inh	RTF Ca sens inh	Keap1 Nrf2 FP
COc1cc(C(=O)Nc2cccc3cccnc23)cc(OC)c1OC	8	-5	3.0	-44	-0.7	-2	-3	-4	5	3
CSc1nnc(C)c(=O)n1COC(=O)COc1ccc(F)cc1	4	0	-2.2	.	-5.7	3	-2	2	-17	-2
O=[N+]([O-])C(/C=C(/Cl)[N+](=O)[O-])=C(N1CCCCC1)N1CCCCC1	-2	4	-0.1	3	1.0	-6	-1	0	4	-14
Cc1ccc(OCCn2c(C3CC(=O)N(Cc4ccccc4)C3)nc3ccccc32)cc1 (stereo unspecified)	-8	-1	-1.0	-40	-1.3	5	.	11	-10	0

Next compounds follow:
SMILES	PKA-R2B activ	DAGLB inhibitor	LANA DNA inh	SR-BI DiI-HDL act	CAL PDZ FP-1	cardiac RTF act	CAL PDZ FP-2	Rtt109 HAT inh	RTF Ca sens inh	Keap1 Nrf2 FP
Cc1ccc2c(=O)c(C(=O)c3ccc(F)cc3)cn(CC(=O)NCc3ccco3)c2n1	2	2	2.2	.	-2.6	3	-1	-3	-7	-10
CCCCn1c(SCC(=O)N2CCOCC2)nnc1-c1ccoc1C	-13	-3	1.0	-6	-1.1	-1	0	1	3	-3
COc1cc(OC)c(C(=O)OCC(=O)Nc2ccc(N3CCOCC3)cc2)cc1OC	-4	-1	2.6	-12	0.5	-4	6	6	-8	-1
COc1ccc(-c2c(C)nn3c(N)c(C#N)cnc23)cc1OC	-1	1	-1.0	-29	-0.1	2	1	-4	7	-5
Nn1c(SCC(=O)Nc2ccc(S(=O)(=O)N3CCCC3)cc2)nnc1C(F)(F)F	10	-2	2.1	-11	-1.2	-1	-4	3	-9	1
CC(=O)NS(=O)(=O)c1ccc(NC(=O)/C=C/c2ccco2)cc1	3	-1	0.4	6	-2.2	1	-3	4	8	4
CC(=O)Nc1cccc(C(=O)OCC(=O)NC(=O)c2ccccc2)c1	6	0	0.3	8	-1.7	1	-4	-6	-11	-2
Cc1cc(N)c2ccccc2n1	-9	-3	-0.1	-9	-0.5	0	.	-4	0	-2
Cc1ccc(NC(=O)C(C)OC(=O)c2cc(=O)[nH]c3ccccc23)cc1S(=O)(=O)N1CCOCC1 (stereo unspecified)	3	4	-0.2	-17	-2.5	-5	-8	6	-2	3
CCOC(=O)c1c(C)oc2cc(Br)c(OC)cc12	4	-10	1.2	-28	-1.2	-4	.	3	-9	2
COc1ccccc1C(C)NC(=O)c1ccc(NC(=O)CC2SC(N3CCCC3)=NC2=O)cc1 (stereo unspecified)	8	0	0.4	-7	-0.1	-1	-2	-8	-5	-2
Cc1c(C(=O)O)oc2c1/C(=N\O)CC(C)(C)C2	-2	-2	-0.5	-21	-0.2	0	.	0	0	-4
CCC(C)N(C(=O)CN1C(=O)NC2(CCc3ccccc32)C1=O)C1CCS(=O)(=O)C1 (stereo unspecified)	-7	-2	2.4	12	-0.7	-5	9	2	-7	1
O=C(CSc1nnc2ccccn12)NNC(=O)c1cccc(Cl)c1	-9	1	-0.3	4	0.5	-10	-3	58*	7	-2
CC(=O)C12C3C4C(C5C1C3C5(Br)C41OCCO1)C21OCCO1 (stereo unspecified)	-12	0	4.2	5	0.5	-6	-2	-12	-6	-2
NC(=O)C1CCC(NC(=O)OCc2ccccc2)CC1 (stereo unspecified)	5	-1	2.1	9	-3.0	3	-3	-3	-14	-1
COC(=O)c1cc(NC(=O)c2c(F)c(F)c(F)c(F)c2F)cc(C(=O)OC)c1	10	-5	0.3	-10	-2.5	1	-3	-9	-9	0
CCOc1ccc(N(CC(=O)NCc2ccc(F)cc2)C(=O)CCC(=O)Nc2nccs2)cc1	5	2	0.8	.	-0.6	-3	.	-6	-10	3
CCCOc1cccc(C2/C(=C(/O)c3ccc(F)cc3)C(=O)C(=O)N2CCN(C)C)c1 (stereo unspecified)	3	2	-1.7	.	-1.8	0	1	1	-10	-4
CC(C)(C)c1ccc(S(=O)(=O)NCc2ccc(C(=O)N3CCCC3)cc2)cc1	-5	0	-0.4	-4	-2.1	-7	3	1	-4	-7
O=C(NCCSc1ccccc1)c1cncc(Br)c1	-17	-4	-0.8	5	1.0	0	-6	-1	1	3
CCO[C@H]1OC(C(=O)N2CCN(Cc3ccccc3)CC2)=C[C@@H](C)[C@@H]1CCCO	-1	-4	5.2	11	0.3	1	-6	4	0	-5
CCOCCCN1CC(C(=O)NCCc2ccccc2)CC1=O (stereo unspecified)	1	1	1.0	-7	0.0	0	-1	1	4	-1
COCCn1nnnc1CN1CCN2CCCC2C1 (stereo unspecified)	-1	-2	1.0	6	-0.4	6	-3	-1	-2	-5
Cc1cc(C)c2c(NC(N)=S)n[nH]c2n1	6	2	0.0	.	0.3	-3	1	-8	-5	2
COc1ccc(C(OCC(O)CNCCc2ccccc2)c2ccc(OC)cc2)cc1 (stereo unspecified)	-1	-3	-0.6	-4	-2.4	-2	0	-5	1	2
Cc1ccc(S(=O)(=O)NCC(=O)NCC(=O)OC(C(=O)NC(N)=O)C(C)C)cc1C (stereo unspecified)	-5	-1	-1.5	30	-0.1	1	-5	-3	0	-1
COCCn1c(SCC(=O)Nc2ccc(S(N)(=O)=O)cc2)nc2ccccc21	-3	3	0.6	6	-0.7	-6	-6	4	-4	6
Cc1ccc(C(=O)OCc2cn3ccccc3n2)cc1	2	-3	-1.5	-1	-2.2	1	-2	-7	-8	2
Cc1ccc(C(C(=O)NCc2ccco2)N(C(=O)CNC(=O)c2cccs2)c2ccc(C)cc2)cc1 (stereo unspecified)	-3	1	1.3	10	-0.2	3	0	0	-5	1
Cc1c(Cl)cccc1NC(=O)CCN1C(=O)C2CC=CCC2C1=O (stereo unspecified)	4	0	1.4	25	-2.1	-1	0	-2	3	-1
O=C(Nc1cc(Cl)ccc1-n1cncn1)c1cccc(S(=O)(=O)N2CCOCC2)c1	-2	-3	0.4	-9	-1.5	0	-4	2	5	1
Cc1ccc(OCC(=O)N/N=C2/SCC(=O)N2Cc2ccco2)cc1	2	-2	-0.6	14	0.0	1	.	16	0	-5
Cc1ccccc1-n1c(=O)/c(=C\c2ccco2)s/c1=C(/C#N)C(=O)Nc1ccccc1	-9	4	0.1	-11	-0.3	0	.	7	-6	-6
